Screening data (PubChem)
12-LOX inh: Primary qHTS assay for inhibitors of human arachidonate 12S-lipoxygenase (ALOX12): Round 2. Polyunsaturated fatty acid lipoxygenase ALOX12 (Homo sapiens), P18054. purified 12hLO, xylenol orange hydroperoxide absorbance. Potency, µM (titrated, usually from 108 µM), without a hit: top-dose activity change, negative = inhibition, hits mostly inhibitors. actives 1.1% (n = 580,000); further: potency means the concentration at half of the fitted maximal effect; on the % scale 0 is the no-effect control and ±100 the full control effect
Target sequence (P18054 whole entry, looked up): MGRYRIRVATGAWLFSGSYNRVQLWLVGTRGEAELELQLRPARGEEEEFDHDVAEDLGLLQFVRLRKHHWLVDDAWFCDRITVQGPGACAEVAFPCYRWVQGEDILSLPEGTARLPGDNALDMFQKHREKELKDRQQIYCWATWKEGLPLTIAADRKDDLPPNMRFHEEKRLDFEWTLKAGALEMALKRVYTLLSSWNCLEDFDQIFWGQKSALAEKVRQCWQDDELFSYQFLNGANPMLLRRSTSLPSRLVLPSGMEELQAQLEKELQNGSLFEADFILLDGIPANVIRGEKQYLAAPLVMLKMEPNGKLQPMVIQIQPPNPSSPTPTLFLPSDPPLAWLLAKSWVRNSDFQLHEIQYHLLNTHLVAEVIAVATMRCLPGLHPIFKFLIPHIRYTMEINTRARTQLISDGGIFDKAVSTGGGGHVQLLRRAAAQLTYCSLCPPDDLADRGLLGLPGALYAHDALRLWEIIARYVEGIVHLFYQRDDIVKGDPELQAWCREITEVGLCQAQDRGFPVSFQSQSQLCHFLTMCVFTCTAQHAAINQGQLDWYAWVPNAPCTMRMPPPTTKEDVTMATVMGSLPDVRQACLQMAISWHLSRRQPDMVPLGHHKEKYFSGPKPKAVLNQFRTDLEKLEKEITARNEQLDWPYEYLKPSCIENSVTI
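Hydroperoxide product was detected by ferrous iron/xylenol orange as the 573 to 405 nm absorbance ratio. Arachidonic acid at 40 uM (final) was turned over for 30 min at room temperature by 150 nM human 12hLO, pH 7.0 Hepes buffer, after 15 min compound preincubation.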
Pol kappa inh: qHTS for Inhibitors of Polymerase Kappa; purified Pol kappa, fluorescent DNA synthesis assay, 10 min; DNA polymerase kappa (Homo sapiens), Q9UBT6; actives 0.53% (n = 400,000); Potency, µM (top dose mostly 107 µM), without a hit: at the top dose activity, negative = inhibition, most hits filed as inhibitors; further: potency means the concentration at half of the fitted maximal effect; on the % scale 0 is the no-effect control and ±100 the full control effect
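10 nM Pol kappa preincubated 15 min at room temperature with compounds, then reaction started with substrate at 50 nM final. Fluorescence read kinetically at 0 and 10 min; buffer-only wells served as negative control.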
POLB inh: qHTS Assay for Inhibitors of DNA Polymerase Beta. Potency, µM (doses to about 114 µM), for inactives: at the highest dose activity change, negative = inhibition, usual class: inhibitors. Pol beta primer extension/strand displacement, fluorescence kinetic. actives 1.3% (n = 340,000). P06746. AID 485314, 2010; further: potency means the concentration at half of the fitted maximal effect; on the % scale 0 is the no-effect control and ±100 the full control effect
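Values derive from four-parameter Hill fits of normalized kinetic data: reads at 0 and 10 min following addition of 50 nM substrate to 10 nM Pol beta preincubated 15 min with compound.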
Anesthetic bind: qHTS Assay for Identification of Novel General Anesthetics; Ferritin light chain (Equus caballus), P02791; apoferritin/1-aminoanthracene competitive binding, fluorescence; Potency, µM (highest dose often 77.5 µM), for the others: top-dose activity change, negative = displacement, actives largely listed as inhibitors; actives 0.074% (n = 350,000); AID 485281, 2010; further: potency means the concentration at half of the fitted maximal effect; on the % scale 0 is the no-effect control and ±100 the full control effect; nearly all actives have a fitted effect of over 20% in size
Target sequence (P02791 2-175 limits assumed): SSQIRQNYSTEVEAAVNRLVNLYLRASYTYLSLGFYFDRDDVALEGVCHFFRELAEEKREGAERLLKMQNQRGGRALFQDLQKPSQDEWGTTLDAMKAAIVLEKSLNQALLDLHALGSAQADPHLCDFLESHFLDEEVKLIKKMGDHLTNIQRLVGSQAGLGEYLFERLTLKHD
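Probe: 1-aminoanthracene (50% saturated, PBS). Protein: horse-spleen apoferritin, 10 uM. Incubation: 10 min, room temperature. Detection: 380 nm excitation, 535 nm emission. Analysis: normalized response, four-parameter Hill.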
APEX1 inh: qHTS Assay for Inhibitors of the Human Apurinic/apyrimidinic Endonuclease 1 (APE1); DNA repair nuclease/redox regulator APEX1 (Homo sapiens), P27695; recombinant APE1, TAMRA/BHQ-2 abasic DNA cleavage fluorescence; Potency, µM (highest dose often 65.8 µM), inactives show top-dose activity change, negative = inhibition, hits mostly inhibitors; actives 0.35% (n = 350,000); AID 2517, 2012;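 further: potency means the concentration at half of the fitted maximal effect; plate controls were vehicle for no effect and reference inhibitor for full effect; nearly all actives have a fitted effect of over 55% in size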
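APE1 at 0.75 nM preincubated 15 min at room temperature with compound. Reaction then started with 50 nM double-stranded THF-abasic substrate labelled with TAMRA/BHQ-2, and 525/598 nm fluorescence read kinetically. Activity taken as third-minus-first read difference, normalized to DMSO and NSC13755 controls.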
RGS4 inh: Inhibitors of Regulator of G Protein Signaling (RGS) 4: qHTS; Transcreener GDP fluorescence polarization, RGS4-accelerated GTP hydrolysis; Potency, µM (highest dose often 114 µM), for the others: at the highest dose activity change, negative = inhibition, usual class: inhibitors; actives 0.039% (n = 390,000); AID 504845, 2011; further: potency means the concentration at half of the fitted maximal effect; on the % scale 0 is the no-effect control and ±100 the full control effect; nearly all actives have a fitted effect of over 75% in size; some results filed as inactive show a strong effect at the top dose
Target sequence (P49798 whole entry, looked up): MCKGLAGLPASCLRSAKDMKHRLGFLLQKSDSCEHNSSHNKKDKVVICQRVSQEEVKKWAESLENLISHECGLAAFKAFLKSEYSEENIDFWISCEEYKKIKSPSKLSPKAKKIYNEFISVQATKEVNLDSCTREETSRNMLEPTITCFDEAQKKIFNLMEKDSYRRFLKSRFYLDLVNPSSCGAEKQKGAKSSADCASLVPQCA
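MLSMR compounds (23 nl, pin-transferred) preincubated 10 min at room temperature with a 500nM (2x) first reagent, then RGS4 at 900nM (2x) plus Transcreener GDP mix added; fluorescence polarization (620/688 nm) read before and after 90 min at 30 °C.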
ERG Ets-DNA blk: qHTS for Small Molecule Inhibitors of the ERG Ets/DNA interaction | fluorescence polarization, His-ERG Ets domain / labelled DNA | Potency, µM (highest dose often 76.9 µM), for inactives: at the top dose FP activity, negative = inhibition, hits mostly inhibitors | actives 0.028% (n = 370,000) | AID 624246, 2012; active means well fitted inhibition curve with a large enough effect in the polarisation, with a control signal flat; inconclusive means small, poorly fitted or top-dose-only effect, or effect the other way, or a change in a side signal; inactive means no such curve, though single readings can be large or run the other way; the % refers to the polarisation;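 further: polarization taken with two DNA probes labelled with fluorescein and Texas red; potency means the concentration at half of the fitted maximal effect; % of control where 0% means no effect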
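His-tagged ERG Ets domain (1 uM in the protein solution; 300mM KCl, 50mM Tris-HCl, 1mM EDTA, 1mM DTT, pH 7.5) received compound, then a probe mix of 5 nM fluorescein-DNA and 100nM Texas-615-DNA. Fluorescence polarization was read for both dyes.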
Pol eta inh: qHTS for Inhibitors of Polymerase Eta; DNA polymerase eta (Homo sapiens), Q9Y253; recombinant Pol eta, fluorescent DNA replication assay; Potency, µM (top dose mostly 114 µM), inactives show at the top dose activity change, negative = inhibition, usual class: inhibitors; actives 1.2% (n = 390,000); further: potency means the concentration at half of the fitted maximal effect; on the % scale 0 is the no-effect control and ±100 the full control effect
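Fluorescent replication assay: 50 nM final substrate added after a 15 min room-temperature compound preincubation with 10 nM enzyme. Signal taken at 0 min and again at 10 min.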
LDHA block: qHTS assay for inhibitors of human lactate dehydrogenase | L-lactate dehydrogenase A chain (Homo sapiens), P00338 | purified LDHA, NADH/diaphorase-resazurin fluorescence; active compounds read low | activity change, % (values are at about 110 or 230 µM) | actives 0.15% (n = 480,000); in the data active means activity change below about -30%; inconclusive means mostly about -25% to -30%;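 further: plate controls were DMSO wells for no effect and wells without enzyme for full effect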
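Remaining NADH was detected by diaphorase (0.133 mg/mL) converting 37 µM resazurin to fluorescent resorufin, read at 0 and 20 minutes. The preceding 5-minute room-temperature reaction used 2 nM LDHA, 0.2 mM sodium pyruvate and 0.06 mM NADH at pH 7.4.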
Starred values were filed as active, the others as inactive; i = inactive; ? = inconclusive; / = no result given; & = joins results of further samples; [ ] = dose if it differs, or a comment. Unless noted, the call rests on the fitted dose curve; in most records, active means well fitted curve in the direction sought with a large enough effect; inconclusive means small, poorly fitted or top-dose-only effect, or another doubt; inactive means no such curve, though single readings can be large; an effect the other way counts as inactive or inconclusive.

Order of results – 12-LOX inh, Pol kappa inh, POLB inh, Anesthetic bind, APEX1 inh, RGS4 inh, ERG Ets-DNA blk, Pol eta inh, LDHA block
Cc1cc(C)nc(N2CCC(C(=O)Nc3cccc(C(F)(F)F)c3)CC2)n1
 : 0%, -6%, -13%, 4%, -5%, 6%, -2%, 2%, -12
CCN(CC)CCCN(Cc1cc2cc3c(cc2[nH]c1=O)OCO3)C(=S)Nc1ccccc1OC
 : -14%, -2%, -2%, -8%, 1%, 3%, 4%, -4%, -7
CCOc1ncccc1C(=O)OCC(=O)N(CC(C)C)C1CCS(=O)(=O)C1 (stereo not given)
 : -6%, -5%, 8%, 1%, -6%, -2%, 1%, -19%, -4
COc1ccc(CCN(C)C(=S)Nc2ccc(SC(F)F)cc2)cc1OC
 : -12%, -2%, 37%, -10%, -8%, -40%, 2%, -19%, -3
CCN(CC)c1ccc(-n2nc3cc(C)c(NC(=O)c4ccccc4F)cc3n2)cc1
 : 0%, -3%, 3%, 12%, /, -2%, -4%, -18%, 6
CCOC(=O)CN(Cc1ccccc1)S(=O)(=O)c1ccc(NC(C)=O)cc1
 : 19%, -1%, 3%, -8%, 1%, -6%, -1%, -15%, 2
CC(=O)CCC(=O)OCC(=O)Nc1ccc(SC(F)F)cc1
 : -2%, -5%, 3%, -4%, -3%, 4%, -7%, -8%, -5
CC(=O)c1cccc(NC(=O)C2CCCN(S(=O)(=O)c3cccc4cccnc34)C2)c1 (stereo not given)
 : 2%, 1%, 24%, -18%, 0%, -13%, 24%, 1%, -9
O=C(N/N=C/c1cccc(Oc2ccccc2)c1)c1ccncc1
 : 0%, 0%, -24%, -19%, -4%, ?, 0%, -24%, -3
COc1cccc(C(=O)N/N=C(\C)c2cccc(NC(=O)c3ccc(F)cc3)c2)c1OC
 : i, -17%, -4%, -22%, 36%, -3%, 0%, -21%, 8
O=C(NCCCN1CCCCCC1)c1ccc(N2CCCC2=O)cc1
 : 14%, -1%, 3%, -3%, 2%, -33%, 0%, -18%, -1
O=C(c1ccc2c(c1)N(Cc1ccc(F)cc1)C(=O)c1ccccc1S2(=O)=O)N1CCCCC1
 : -25%, -22%, -9%, -23%, /, 5%, 6%, /, -15
CCCSc1ncnc2c1oc1ccccc12
 : 6%, -8%, 6%, ?, -4%, 5%, -1%, -6%, -1
CN1C2C=C3C(C#N)=C(N)C(C#N)(C#N)C(c4ccc(Br)cc4)C3C1CC2 (stereo not given)
 : ?, 3%, 2%, -17%, 7%, -36%, 9%, -17%, 5
O=C(/C=C/c1ccccc1)Nc1cc(NC(=O)/C=C/c2ccccc2)cc(C(=O)O)c1
 : ?, -3%, -22%, -13%, 14%, -19%, 13%, 50µM*, 1
COc1ccccc1N=Nc1c(O)[nH]c2ccc(Br)cc12
 : 0%, -1%, -3%, 5%, 1%, -37%[56.9 µM], -3%, -17%, 16
CC(C)(C)CC(=O)Nc1ccc(S(=O)(=O)NC2=NCCCCC2)cc1
 : -7%, -1%, /, /, 27%, 0%, 1%, -12%, 0
CCOc1ccccc1CNC(=O)c1nn(C)c2c1CS(=O)(=O)c1ccccc1-2
 : 13%&-13%, -18%&-18%, 37%&-6%, -1%&51%, -18%, -3%&28%, -1%&-2%, -6%&-19%, -3&-11
O=C(N[C@@H](Cc1ccc(O)cc1)C(=O)O)c1ccncc1
 : 2%, -6%, /, /, /, -23%, -1%, -9%, 2
CCN(CC)S(=O)(=O)c1ccc2nc(CCl)[nH]c2c1
 : 11%, -5%, 0%, -16%, -2%, -6%, 18%, 10%, -6
COc1cc2c(cc1NC(=O)C(Cl)Cl)-c1ccc(NC(=O)C(Cl)Cl)cc1C2
 : ?, -14%, /, /, /, -4%, -3%, ?, -2
O=C(NCCN1CCOCC1)c1ccc2c(c1)N(Cc1ccccc1)C(=O)c1ccccc1S2
 : 1%, -4%, 18%, -14%, -18%, 1%[56.9 µM], 3%, -5%, -4
CCCC(=O)Nc1ccc(C(=O)COC(=O)c2cc(C)oc2C)cc1
 : 216%[activator], -4%, /, /, 4%, -12%, 12%, -7%, -7
Cc1oc(C(N)=O)nc1-c1ccccc1
 : 181%[activator], 8%, 1%, -4%, 0%, 4%, 2%, -10%, -6
COc1cc(C(=O)N/N=C/c2ccc3c(c2)c2ccccc2n3C)ccc1O
 : 322%[activator], ?, 25µM*, 161%[activator], 10%, 20%, 2%, 16µM*, -7
CCN(C(=O)CN1CCc2ccccc21)c1c(N)n(Cc2ccccc2)c(=O)[nH]c1=O
 : -1%, -11%, -1%, 6%, 15%, -9%, -5%, -12%, -2
CC(=O)c1[nH]c(C)c(C(=O)N2CCCC(Nc3ccc(C(C)C)cc3)C2)c1C (stereo not given)
 : 50%[activator], -22%, 15%, -8%, 2%, ?, -1%, -13%, 9
CC(C)CN1CN(Cc2ccccc2)CNC1=S
 : ?, -11%, 0%, -9%, 8%, 14%, -3%, -12%, -10
COc1cc2nc(N(C)C)nc(N)c2cc1OC
 : ?, -8%, 45µM*, -6%, ?, 7%, -1%, 5%, 7
COc1ccc(CC(=O)N(C)CC(=O)Nc2cccc(F)c2)cc1S(=O)(=O)N1CCOCC1
 : ?, 0%, 38%, -4%, 31%, 1%, -5%, 7%, -5
CCOC(=O)C=C1CCN(c2ncc(C(F)(F)F)cc2Cl)CC1
 : -12%, -12%, 2%, 1%, 2%, 6%, 3%, -12%, 1
Cc1ccc(S(=O)(=O)N(C)c2ccc(C(=O)NCC3CCCO3)cc2)cc1 (stereo not given)
 : -3%, -9%, 20%, -10%, -5%, 13%, 2%, 6%, -4
COC(=O)c1ccc(Cl)cc1NC(=O)N1CCCn2nc(C)cc21
 : -3%, -2%, 4%, ?, /, -36%, 3%, -19%, 4
Cc1ccc(SCCC(=O)NCc2ccco2)cc1
 : ?, -13%, -19%, -18%, 3%, -20%, -1%, -3%, -8
COc1ccc(CNCCCn2cnc(C(=O)Nc3ccc(C)c(C)c3)n2)cc1
 : ?, -15%, /, /, /, 13%, 0%, -14%, -7
O=C1CC(c2ccc(Cl)c([N+](=O)[O-])c2)c2ccc3ccccc3c2N1 (stereo not given)
 : -31%, -6%, 8%, 3%, 3%, -1%, 2%, -23%, -1
CCN(Cc1ccccc1)C(=O)Cn1cc2c(n1)CCCC2
 : 46%, 3%, -14%, 5%, 7%, -28%, 5%, -17%, -2
CN(Cc1nccn1C)C(=O)CC1C(=O)NCCN1CC(c1ccccc1)c1ccccc1 (stereo not given)
 : i, 14%, -15%, -7%, -1%, -13%, 6%, -5%, 4
COc1ccc(-c2nnc(SCC(=O)N(C)Cc3ccccc3)o2)cc1OC
 : -5%, -4%, -7%, -18%, /, -13%, 2%, 79µM*, 1
CCCOc1ccc(CCCN=C(N)N)cc1Cl
 : ?, -11%, -25%, ?, -2%, 6%, 19%, -6%, 1

Two records picked at random from the list so far, as already listed:
Order of results – 12-LOX inh, Pol kappa inh, POLB inh, Anesthetic bind, APEX1 inh, RGS4 inh, ERG Ets-DNA blk, Pol eta inh, LDHA block
CCN(C(=O)CN1CCc2ccccc21)c1c(N)n(Cc2ccccc2)c(=O)[nH]c1=O
 : -1%, -11%, -1%, 6%, 15%, -9%, -5%, -12%, -2
COC(=O)c1ccc(Cl)cc1NC(=O)N1CCCn2nc(C)cc21
 : -3%, -2%, 4%, ?, /, -36%, 3%, -19%, 4

Gathered by group, those above containing an NH in an aromatic ring
Order of results – 12-LOX inh, Pol kappa inh, POLB inh, Anesthetic bind, APEX1 inh, RGS4 inh, ERG Ets-DNA blk, Pol eta inh, LDHA block
CCN(CC)CCCN(Cc1cc2cc3c(cc2[nH]c1=O)OCO3)C(=S)Nc1ccccc1OC
 : -14%, -2%, -2%, -8%, 1%, 3%, 4%, -4%, -7
COc1ccccc1N=Nc1c(O)[nH]c2ccc(Br)cc12
 : 0%, -1%, -3%, 5%, 1%, -37%[56.9 µM], -3%, -17%, 16
CCN(CC)S(=O)(=O)c1ccc2nc(CCl)[nH]c2c1
 : 11%, -5%, 0%, -16%, -2%, -6%, 18%, 10%, -6
CCN(C(=O)CN1CCc2ccccc21)c1c(N)n(Cc2ccccc2)c(=O)[nH]c1=O
 : -1%, -11%, -1%, 6%, 15%, -9%, -5%, -12%, -2
CC(=O)c1[nH]c(C)c(C(=O)N2CCCC(Nc3ccc(C(C)C)cc3)C2)c1C (stereo not given)
 : 50%[activator], -22%, 15%, -8%, 2%, ?, -1%, -13%, 9

Only part of the results is shown; rates above refer to the full screens.
